# WRN helicase inh = inhibitors of human WRN helicase | WRN helicase unwinding, fluorescent forked duplex, kinetic | Potency, µM (series often up to 114 µM), without a hit: top-dose activity change, negative = inhibition, actives largely listed as inhibitors | actives 0.46% (n = 360,000); note: potency is the fitted concentration of half-maximal effect; % is set by controls: 0 for no effect and ±100 for the full control effect; nearly all actives have a fitted effect of over 55% in size
#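 Screening of the MLSMR collection measured strand separation of a quenched forked DNA duplex (100 nM) by 20 nM WRN with 2 mM ATP, all final. Compounds were preincubated with enzyme 15 min at room temperature.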
# PLK1 PBD inh = blocks phosphopeptide binding to human PLK1 polo-box domain | Plk1 PBD binding of FITC phosphopeptide, fluorescence polarization | AID 720504 | actives 2.8% (n = 360,000) | Potency, µM, for the others: max response, negative = inhibition, hits mostly inhibitors | P53350; note: potency is the fitted concentration of half-maximal effect; series mostly up to about 57 µM; % is set by controls: 0 for no effect and ±100 for the full control effect; nearly all actives have a fitted effect of over 65% in size
# Target sequence (P53350 whole entry, looked up, the tested form may be a part): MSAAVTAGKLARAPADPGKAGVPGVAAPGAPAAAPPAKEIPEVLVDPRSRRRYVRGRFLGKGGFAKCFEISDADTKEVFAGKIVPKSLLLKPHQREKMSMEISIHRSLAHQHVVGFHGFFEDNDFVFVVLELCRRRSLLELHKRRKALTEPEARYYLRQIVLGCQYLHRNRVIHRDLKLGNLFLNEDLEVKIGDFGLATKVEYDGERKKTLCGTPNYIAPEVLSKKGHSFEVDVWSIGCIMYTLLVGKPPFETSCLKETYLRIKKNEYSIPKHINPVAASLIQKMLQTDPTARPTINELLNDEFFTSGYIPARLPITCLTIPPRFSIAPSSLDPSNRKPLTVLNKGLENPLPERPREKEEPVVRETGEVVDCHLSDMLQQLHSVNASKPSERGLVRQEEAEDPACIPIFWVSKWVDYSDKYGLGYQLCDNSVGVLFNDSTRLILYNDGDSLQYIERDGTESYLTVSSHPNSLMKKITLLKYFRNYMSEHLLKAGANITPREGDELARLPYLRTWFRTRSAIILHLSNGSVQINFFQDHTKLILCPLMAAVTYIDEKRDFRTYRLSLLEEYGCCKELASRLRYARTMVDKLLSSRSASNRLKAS
# EPAC1 agonist = EPAC1 (human) agonism; O95398; EPAC1 agonist qHTS, biochemical assay; response scale: 100% = response to 6.5 mM cAMP; Potency, µM (titrated, usually from 154 µM), inactives show top-dose activation, usual class: activators; actives 0.073% (n = 360,000); AID 720707; note: potency is the fitted concentration of half-maximal effect; nearly all actives have a fitted effect of over 60% in size
#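 Compounds were pinned as a concentration titration into mixtures of EPAC1 (100 nM), BODIPY-GDP-loaded Rap1B (250 nM) and GDP (50 uM). After 5 min at room temperature, fluorescence was followed for 30 min; activity was scaled to 6.5 mM cAMP.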
# EPAC1 antagonist = antagonists of human EPAC1; O95398; EPAC1 GEF assay, Rap1b-BODIPY-GDP exchange fluorescence; Potency, µM (doses to about 115 µM), for inactives: top-dose activity change, negative = inhibition, actives largely listed as inhibitors; actives 0.14% (n = 360,000); AID 720709;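 note: potency is the fitted concentration of half-maximal effect; plate controls were vehicle for no effect and positive control for full effect; nearly all actives have a fitted effect of over 50% in size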
# MmCpn inh = inhibitors of Methanococcus maripaludis chaperonin (MmCpn); purified Mm-Cpn ATPase, ADP Transcreener TR-FRET; Potency, µM (doses to about 76.9 µM), for inactives: at the highest dose activity, negative = inhibition, actives largely listed as inhibitors; actives 0.031% (n = 330,000); AID 504842; note: potency is the fitted concentration of half-maximal effect; % is set by controls: 0 for no effect and ±100 for the full control effect; nearly all actives have a fitted effect of over 80% in size
#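 Eu-cryptate anti-ADP/ADP-d2 competition gives a ratio inversely related to ADP. Enzyme at 25 nM was pre-exposed to compound for 10 min, then given 10 uM ATP for 30 min, 37°C throughout.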
# CCT chaperon mod = modulators of cytosolic chaperonin (CCT/TRiC) activity | actives 0.3% (n = 360,000) | purified chaperonin ATPase assay, HTRF ADP detection, 30 min | activity change, % (concentration not given with the values), hits read low | AID 651819; in the data active = activity change below about -30%; note: % is set by controls: 0 for no effect and ±100 for the full control effect
#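 Enzyme 40 or 20 nM (batch-dependent) in Tris pH 7.4/KCl/MgCl2/DTT; cpd 76 uM single point; ATP 10 uM; 30 min 37 °C; Transcreener ADP HTRF detection, 30 min RT; ratio 665/615.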
# EPAC2 antagonist = blocks human EPAC2 exchange factor; Q8WZA2; EPAC2 GEF exchange of Rap1B-BODIPY-GDP, fluorescence; Potency, µM (series often up to 114 µM), for the others: at the highest dose activity, negative = inhibition, hits mostly inhibitors; actives 0.18% (n = 360,000); AID 720708; note: potency is the fitted concentration of half-maximal effect; % is set by controls: 0 for no effect and ±100 for the full control effect; nearly all actives have a fitted effect of over 45% in size; many of its hits are not listed in these tables
# PI5P4K alpha inh = blocks human PI5P4K alpha kinase activity. P48426. PI5P4Kalpha enzyme, ADP-Glo luminescence, 60 min; active compounds read low. max response, %. actives 1.2% (n = 330,000); active = max response of -50% or lower; inconclusive = between -30% and -50%; inactive = -30% or higher; note: value at the top dose of about 77 µM; % is set by controls: 0 for no effect and ±100 for the full control effect
# Target sequence (P48426 whole entry, looked up): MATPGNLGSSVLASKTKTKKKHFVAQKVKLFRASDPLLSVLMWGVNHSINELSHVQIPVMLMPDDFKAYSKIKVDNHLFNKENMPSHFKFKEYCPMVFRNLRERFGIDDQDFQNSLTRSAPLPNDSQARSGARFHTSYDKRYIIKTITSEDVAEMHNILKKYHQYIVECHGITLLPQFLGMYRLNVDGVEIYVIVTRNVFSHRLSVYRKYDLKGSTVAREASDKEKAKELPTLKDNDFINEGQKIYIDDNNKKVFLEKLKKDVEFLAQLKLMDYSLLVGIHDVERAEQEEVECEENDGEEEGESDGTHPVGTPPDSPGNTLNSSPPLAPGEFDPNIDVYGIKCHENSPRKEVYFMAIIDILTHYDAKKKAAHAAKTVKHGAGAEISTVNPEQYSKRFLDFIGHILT
#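 Human PI5P4Kalpha with substrate in 0.038 M HEPES pH 7.4, 0.28 mM EGTA, 0.1% CHAPS, 5% DMSO; reaction started with 5 microM ATP (final), 60 min at room temperature. ADP formed read by ADP-Glo luminescence.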
# * = called active by the depositor; ? = inconclusive; · = no result given; [ ] = another dose, or the depositor's remark. Unless noted, calls come from the whole dose curve; as a rule, active = well fitted curve in the direction sought with a large enough effect; inconclusive = small, poorly fitted or top-dose-only effect, or another doubt; inactive = no such curve, though single readings can be large; an effect the other way counts as inactive or inconclusive. Not all compounds are listed; rates above refer to the full screens.
WRN helicase inh	PLK1 PBD inh	EPAC1 agonist	EPAC1 antagonist	MmCpn inh	CCT chaperon mod	EPAC2 antagonist	smiles	PI5P4K alpha inh
-14.3%	-3.1%	4.5%	-18.9%	0.5%	1.5	-3.3%	CCN1CCN(C(=O)C2CCN(S(=O)(=O)c3ccc(Br)cc3)CC2)CC1	3.1
-17.3%	4.8%	5.1%	-5.9%	·	-0.1	-1.6%	CN(C)c1ccc2c(c1)C(=NO)c1ccccc1-2	46.6
-1.2%	4.3%	7.9%	-4.7%	3.9%	0.3	-1.8%	CC(C)(C)S(=O)(=O)c1ccccc1C(=O)O	0.9
-7.0%	-13.6%	-2.8%	?	0.6%	-2.8	-1.7%	CCOC(=O)C1CCCN(S(=O)(=O)c2ccc(-c3cc(C)no3)s2)C1 (stereo not drawn)	-0.2
-3.5%	-26.4%	-0.1%	-14.9%	-0.2%	0.1	1.9%	CC1CC(C)CN(CCCNC(=O)c2ccc(CS(=O)(=O)Cc3cccc(Cl)c3)o2)C1 (stereo not drawn)	0.5
6.6%	-5.0%	2.9%	36.3%[activator]	1.0%	0.7	5.3%	C/C(=N\NC(=O)c1cccc2ccccc12)c1cccs1	2.4
-3.5%	-7.9%	5.4%	6.0%	-0.6%	-0.6	-9.7%	Cc1ccc(C(C)C)c(OCC#CCN2CCOCC2)c1	1.0
4.7%	23.8µM*	-4.9%	2.3%	-3.9%	-1.6	1.5%	CC1Cc2ccccc2N1Cc1cc(=O)n2ccsc2n1 (stereo not drawn)	?
-3.7%	-4.9%	8.5%	-21.7%	0.3%	-3.2	6.8%	Cc1ccc(NC(=O)O/N=C/c2ccc(N(C)C)cc2)cc1	-10.0
3.2%	0.2%	-6.9%	-6.3%	-2.1%	-4.0	1.7%	O=C(NCCN1CCOCC1)c1ccc(Cl)c(Cl)c1	0.4
-3.6%	-5.5%	10.0%	-3.3%	·	0.7	?	COc1ccc(S(=O)(=O)N2CCCCC2c2cc(C(=O)NCc3ccccc3)no2)cc1 (stereo not drawn)	2.8
-15.0%[57.1 µM]	0.2%	-8.0%	4.4%	-4.6%	-0.3	0.8%	O=C(Cc1cccs1)Nc1nnc(SCc2ccc(F)cc2)s1	6.8
-1.4%	-15.2%	-2.7%	0.4%	-2.3%	1.2	-10.4%	O=C(CNCCN1CCOCC1)Nc1ccccc1Sc1ccccc1	-2.9
-18.5%	21.2µM*	20.0%	-5.0%	0.8%	-2.5	-12.8%	Cc1ccc(-c2cc(-c3ccccc3)c(C#N)c(N)n2)o1	-58.5*
7.0%	0.7%	-14.9%	-2.4%	1.3%	-0.2	10.8%	NC(=NCCc1ccccc1)NS(=O)(=O)c1ccccc1	4.9
2.2%	-8.1%	14.1%	-2.2%	-0.3%	0.2	-6.8%	CC(=O)c1ccc(N2CCN(C(=O)C3CCN(C(=O)Nc4ccccc4)CC3)CC2)cc1	4.0
13.9%	0.6%	-12.8%	-0.7%	2.3%	1.6	-7.1%	Cc1ccc(-c2nnc(N3CCN(C(=O)c4cccs4)CC3)c3ccccc23)cc1	1.6
4.4%	5.6%	-13.4%	-8.7%	-0.9%	1.7	-2.0%	CCOCCCNC(=O)c1oc2ccc3c(c2c1C)C(O)CC(C)(C)O3 (stereo not drawn)	-6.8
5.2%	-7.7%	0.9%	-5.6%	-15.9%	-2.8	7.8%	CC(C)(CC(=O)O)Cc1nc(-c2ccc(Cl)cc2)no1	-2.9
-33.0%	23.8µM*	-5.7%	?	-3.5%	1.4	?	CCS(=O)(=O)C1=NN2C(=N)/C(=C\c3ccc(OCCOc4cccc(OC)c4)c(OC)c3)C(=O)N=C2S1	-78.0*
6.0%	-3.6%	2.7%	-3.1%	-4.1%	-3.1	-3.4%	COc1ccc(OCCCC(=O)NNC(=O)c2ccncc2)cc1	2.2
-0.9%	-5.2%	0.4%	-4.0%	2.4%	0.4	4.6%	Cn1c(Cn2cnc([N+](=O)[O-])n2)nnc1SCC(=O)Nc1ccc(Br)cc1	1.9
-15.4%	2.4%	-0.1%	6.6%	-1.4%	-3.6	7.9%	NC(=O)c1nn(-c2ccccc2)nc1NC(=O)Cn1nnc(-c2ccccc2)n1	-3.0
2.6%	-6.3%	0.9%	-7.8%	0.8%	-3.7	0.5%	O=[N+]([O-])c1ccc(C2CNC(c3ccccc3)O2)cc1 (stereo not drawn)	·
-15.9%[57.1 µM]	0.2%	2.3%	-15.8%	1.4%	1.2	5.7%	COc1ccc(/C=N\NC(=O)CNC(=O)C(c2ccccc2)c2ccccc2)cc1[N+](=O)[O-]	2.5

# The listing continues.
WRN helicase inh	PLK1 PBD inh	EPAC1 agonist	EPAC1 antagonist	MmCpn inh	CCT chaperon mod	EPAC2 antagonist	smiles	PI5P4K alpha inh
-18.9%	-4.7%	-26.9%	5.2%	1.9%	0.8	45.5%[activator]	COC(=O)c1ccc(COC(=O)c2ccc(S(=O)(=O)N3CCC(C)CC3)cc2)o1	-10.0
11.9%	-13.4%	4.4%	6.8%	2.7%	-0.5	-0.3%	O=C1CNC(=O)/C1=C\N1CCN(C(c2ccccc2)c2ccccc2)CC1	2.8
-7.9%	-4.5%	4.3%	-3.9%	-1.1%	-1.3	-9.8%	Cc1nc(C)n(C(C)CC(=O)O)n1 (stereo not drawn)	-0.8
-3.7%	-2.7%	0.8%	8.2%	0.4%	0.2	6.7%	NS(=O)(=O)c1ccc(CNC(=O)/C=C/c2cccc(Cl)c2)cc1	15.7
11.5%	-7.3%	11.7%	-24.7%	-4.3%	-70.7*	0.3%	CCc1ccc(NC(=O)C2CCCN(S(=O)(=O)c3ccc4[nH]c(=O)ccc4c3)C2)cc1 (stereo not drawn)	-1.6
6.3%	-15.3%	9.2%	-29.2%	-2.4%	-1.1	-3.7%	COc1ccc(OC)c(C(=O)COC(=O)c2ccc([N+](=O)[O-])o2)c1	1.9
-11.5%	-0.7%	-17.9%	-4.9%	·	0.0	?	Cc1cn([C@H]2C[C@H](O)[C@@H](CCC(=O)NCC3CCCO3)O2)c(=O)[nH]c1=O (stereo partly drawn)	4.8
2.5%	3.0%	-3.6%	2.4%	3.3%	-0.2	14.8%	CC(C)NC(=O)CN(Cc1ccc(F)cc1)C(=O)CCC(=O)Nc1ccccn1	5.1
-13.3%	-3.8%	-2.6%	-24.8%	0.7%	-2.8	-20.6%	CCOC(=O)c1ccc(NC(=S)N2CCSC2c2c(F)cc(F)cc2F)cc1 (stereo not drawn)	5.4
-27.9%	2.12µM*	-9.7%	4.7%	0.0%	-0.7	0.6%	CCOC(=O)CSC1=NC(=O)/C(=C\c2ccc(OC(C)=O)cc2)S1	·
-1.4%	-6.7%	1.5%	11.0%	·	0.8	0.2%	CCCS(=O)(=O)NC(=O)C1(C)CCN(C(=O)c2snnc2C)C1 (stereo not drawn)	-2.7
1.6%	-10.6%	1.0%	-4.3%	1.5%	1.5	-5.7%	C/C(=N\NC(=O)c1c([N+](=O)[O-])c(C)nn1C)c1ccc(NC(=O)C2CCCC2)cc1	3.4
0.1%	-7.6%	10.1%	-5.0%	-1.5%	-0.2	-11.8%	O=C(c1ccccc1)N1CCCC(c2nc3c(nnn3Cc3ccccc3)c(=O)[nH]2)C1 (stereo not drawn)	·
10.6%	1.4%	-5.7%	-11.1%	·	-0.7	1.4%	COC(=O)c1cn(C)c2ccc(S(=O)(=O)N(C)C3CCCCC3)cc2c1=O	1.3
13.7%	-18.2%	8.0%	-7.9%	0.5%	-0.8	-6.6%	COC(=O)CSc1ncc(S(=O)(=O)c2ccccc2)c(=O)[nH]1	-2.6
-1.4%	-9.2%	6.1%	-29.1%	-0.4%	-0.7	-8.2%	CN(CCOc1ccc(Cl)cc1)Cc1cccc(S(=O)(=O)N(C)C)c1	5.1
6.9%	-2.6%	-5.1%	-2.5%	-2.5%	1.2	1.7%	Nc1cc(C(=O)OCC(=O)Nc2ccc(N3CCOCC3)cc2)ccc1Cl	-7.3
-6.4%[57.1 µM]	·	10.1%	5.2%	·	·	-11.0%	COc1ccc(CN2C(=O)C(CC(=O)NCCCCc3ccccc3)CC(C(=O)N3CCCCCC3)=C2C)cc1 (stereo not drawn)	1.8
-7.5%	-9.1%	-2.8%	-3.7%	1.9%	-1.8	0.3%	O=[N+]([O-])c1cccc(S(=O)(=O)N2CCc3ccccc3C2)c1	0.9
-4.6%	-6.3%	5.7%	2.1%	·	-0.3	11.8%	CC(=O)NC1(C(F)(F)F)C(=O)Nc2c1c(=O)[nH]c(=O)n2Cc1ccco1 (stereo not drawn)	-14.2
-4.3%	-2.7%	-2.8%	-12.8%	·	-0.7	7.5%	Cc1cc(F)ccc1-c1cc(C(=O)NCC2CCCCC2)[nH]n1	-13.8
-7.9%	-22.8%	1.1%	-10.1%	-1.3%	0.1	-6.5%	Cc1n[nH]c(C)c1Cc1c(F)cccc1Cl	0.5
2.1%	-13.5%	12.6%	-24.3%	-5.7%	-2.1	2.3%	O=C1C2CCCN2C(c2ccc(F)cc2)N1c1nccs1 (stereo not drawn)	·
-3.2%	3.4%	-3.3%	9.3%	2.0%	-0.3	3.2%	C/C(=N/NC(=O)CN1CCN(S(=O)(=O)c2ccc(Br)cc2)CC1)c1cccnc1	12.8
-5.4%	-8.0%	19.8%	-2.9%	·	0.5	-9.4%	CCN1C(c2ccc(F)cc2)=CS/C1=C(/C#N)c1nnc2n1-c1ccccc1SC2	-5.0
-5.4%	-1.4%	-5.2%	0.0%	-1.2%	-0.9	15.1%	c1ccc(-c2cc3nccc(-c4ccccn4)n3n2)cc1	0.0
?	-30.0%	0.4%	-4.3%	0.1%	-1.6	-1.1%	Cc1nnc(NC(=O)CSc2ccc(-c3ccco3)nn2)s1	?
0.2%	-3.1%	13.5%	-25.4%	-0.6%	-1.7	-7.9%	COc1ccc(NC(=O)c2ccc(S(=O)(=O)N(C)c3ccccc3)cc2)cn1	-0.2

# 3 compounds from above, showing only WRN helicase inh, PI5P4K alpha inh and EPAC1 antagonist.
structure | WRN helicase inh | PI5P4K alpha inh | EPAC1 antagonist
Cc1ccc(NC(=O)O/N=C/c2ccc(N(C)C)cc2)cc1 | -3.7% | -10.0 | -21.7%
O=C(NCCN1CCOCC1)c1ccc(Cl)c(Cl)c1 | 3.2% | 0.4 | -6.3%
COc1ccc(S(=O)(=O)N2CCCCC2c2cc(C(=O)NCc3ccccc3)no2)cc1 (stereo not drawn) | -3.6% | 2.8 | -3.3%
